# HCMV inh – inhibitors of human cytomegalovirus; HFF cells, HCMV-luciferase reporter, 72 h; stronger effect = lower value; activity change, negative = inhibition, % at 57.5 µM; hit rate 4.5% among 410,000; in the data active = activity change below about -60%; inconclusive = no clear call, values can overlap the other calls; inactive = above about -39%
#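 After 16 h attachment at 37C, HFF cells received test compound and HCMV-luciferase (1 PFU/cell); reporter luminescence read 72 h later, data normalized against buffer-only and known inhibitor Salinomycin.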
# FBPA Giardia inh – inhibitors of Giardia lamblia fructose-1,6-bisphosphate aldolase; A8B2U2; purified Giardia FBPA; Potency, µM (top dose mostly 59.6 µM), inactives show at the top dose activity, negative = inhibition, actives largely listed as inhibitors; hit rate 0.71% among 290,000; note: potency is the fitted concentration of half-maximal effect; nearly all actives have a fitted effect of over 55% in size
# Target sequence (A8B2U2 whole entry, looked up): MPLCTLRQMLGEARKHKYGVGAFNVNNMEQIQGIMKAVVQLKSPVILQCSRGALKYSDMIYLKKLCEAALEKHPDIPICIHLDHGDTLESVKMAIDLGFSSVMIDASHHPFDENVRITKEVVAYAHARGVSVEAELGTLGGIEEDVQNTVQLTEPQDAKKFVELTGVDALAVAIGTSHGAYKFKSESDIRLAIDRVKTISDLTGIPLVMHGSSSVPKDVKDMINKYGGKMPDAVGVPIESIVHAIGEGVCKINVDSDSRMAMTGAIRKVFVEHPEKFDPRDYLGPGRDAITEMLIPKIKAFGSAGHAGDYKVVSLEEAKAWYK
#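 Giardia FBPA (40 nM reagent) was preincubated 10 min at RT with compound (up to 57.5 uM final), then substrate plus GAPDH/TPI/NAD/arsenate coupling system with diaphorase/resazurin was added; resorufin fluorescence (525/598 nm) was read after 20 min.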
# HCV inhibitor – blocks hepatitis C virus. Huh7.5.1 HCVcc-Cre infection, luciferase reporter, 44 h. Potency, µM (top dose mostly 41.8 µM), inactives show at the top dose activity change, negative = inhibition, actives largely listed as inhibitors. hit rate 3.4% among 340,000. AID 651820; note: potency is the fitted concentration of half-maximal effect
#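 Whole-lifecycle infectious HCVcc-Cre system; cells 1,000/well, compound then virus (~0.5 moi) added 4 h after plating, 44 h culture. Luciferase read 15 sec following 15 min substrate incubation, room temp.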
# AMA1 RON2 block – disrupts binding of P. falciparum AMA1 to RON2. Potency, µM (highest dose often 58.2 µM), for inactives: top-dose activity change, negative = inhibition, most hits filed as inhibitors. hit rate 0.2% among 360,000. AlphaScreen AMA1-biotinylated RON2 peptide binding;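 note: potency is the fitted concentration of half-maximal effect; 0% = vehicle wells and -100% = peptide control; nearly all actives have a fitted effect of over 45% in size; some results filed as inactive show a strong effect at the top dose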
#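 AMA1 (3D7) with his tag at 25 nM final met compounds first, then biotinylated RON2 peptide at 25 nM; detection used donor plus acceptor beads, 10 µg/mL apiece, read by AlphaScreen after 30 min at room temperature.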
# AmpC detergent – blocks E. coli AmpC beta-lactamase in detergent assay; hit rate 0.041% among 370,000; Potency, µM (top dose mostly 114 µM), without a hit: top-dose activity change, negative = inhibition, hits mostly inhibitors; AmpC hydrolysis of nitrocefin, absorbance 480 nm, 0.01% Triton;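 note: potency is the fitted concentration of half-maximal effect; 0% = no-compound wells and -100% = no-enzyme wells; nearly all actives have a fitted effect of over 25% in size; some results filed as inactive show a strong effect at the top dose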
# Target sequence (P00811 whole entry, looked up): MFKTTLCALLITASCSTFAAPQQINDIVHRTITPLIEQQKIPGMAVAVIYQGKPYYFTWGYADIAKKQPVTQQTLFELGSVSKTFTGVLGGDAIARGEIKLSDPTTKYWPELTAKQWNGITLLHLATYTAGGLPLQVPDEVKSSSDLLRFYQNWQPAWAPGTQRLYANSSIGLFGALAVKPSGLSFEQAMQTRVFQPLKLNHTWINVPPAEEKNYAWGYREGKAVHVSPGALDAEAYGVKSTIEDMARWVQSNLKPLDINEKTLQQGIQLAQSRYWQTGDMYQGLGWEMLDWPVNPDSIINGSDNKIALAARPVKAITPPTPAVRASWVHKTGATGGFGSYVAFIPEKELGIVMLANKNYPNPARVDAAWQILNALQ
#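 20 mM phosphate pH 7.0 + 0.01% (detergent screen) or 0.0001% Triton X-100; 5.3 nM AmpC reagent; cpd preinc 15 min RT; nitrocefin (800 uM stock) to start; A480 q20 s × 4 min; Activity was normalised to no-enzyme and no-compound control wells.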
# Sm TGR inh – blocks Schistosoma mansoni thioredoxin glutathione reductase; AID 485364; purified TGR, DTNB reduction, TNB absorbance 405 nm; hit rate 3% among 360,000; Potency, µM (series often up to 114 µM), for inactives: top-dose activity change, negative = inhibition, hits mostly inhibitors; Q962Y6; note: potency is the fitted concentration of half-maximal effect; nearly all actives have a fitted effect of over 60% in size
#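 TGR 20 nM + NADPH 100 uM (dispensed conc.), cpd preinc 15 min RT; start with NADPH (500 uM addition) then DTNB (15 mM addition). Kinetic TNB absorbance, 405 nm filter. Four-parameter Hill fit across titration.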
# Active calls of the source: *; ? = inconclusive; nt = not tested or not shown; & = joins results of further samples; [ ] = another dose, or the depositor's remark. Unless noted, calls come from the whole dose curve; as a rule, active = well fitted curve in the direction sought with a large enough effect; inconclusive = small, poorly fitted or top-dose-only effect, or another doubt; inactive = no such curve, though single readings can be large; an effect the other way counts as inactive or inconclusive. Unless noted, % is set by controls: 0 for no effect and ±100 for the full control effect.
SMILES,HCMV inh,FBPA Giardia inh,HCV inhibitor,AMA1 RON2 block,AmpC detergent,Sm TGR inh
Cc1ccccc1NC(=O)c1c(C)nc(SCC(=O)OCc2ccccc2)c(C#N)c1-c1ccc(F)cc1,-23,1%,?,13%,-2%,-15%
CCCCn1c(SCC(=O)N2CCC(C)CC2)nc2cc(S(N)(=O)=O)ccc21,42,-18%,-8%,11%,7%,16%[11.4 µM]
CCCN(CC(=O)Nc1ccccc1C)C(=O)c1ccc(COc2ccccc2)cc1,-17,-18%,?,5%,-2%,18%
COc1ccc(CCn2c(N)cc(=O)[nH]c2=O)cc1OC,-9,-6%,8%,-2%,0%,nt
CN(C)S(=O)(=O)c1cccc(NC(=S)N2CCCCC2CO)c1 (stereo not given),-38,0%,8%,14%,-6%,2%
Cc1nc2nncn2c(NCc2ccc(Cl)cc2)c1C,-39,nt,nt,nt,16%,-2%
COc1ccccc1CN(C)C(=O)c1ccc(COc2ccccc2)cc1,-29,5%,?,2%,-10%,4%
COc1ccc(C)cc1NC(=O)c1cc2ccccn2n1,88,nt,nt,nt,1%,-8%
CCN(CC(=O)Nc1c(F)cccc1F)C(=O)c1ccc(N2CCCC2=O)cc1,-6,nt,-9%,15%,?,-3%
O=[N+]([O-])c1ccc2c(c1)C(O)n1nc(-c3ccc(Cl)cc3Cl)nc1S2 (stereo not given),6,1%,-14%,26%,?,0%
CC(C)Cn1cc(NC(=O)NCc2ccccc2Cl)c2ccccc2c1=O,-9,nt,nt,nt,13%,9%
CC(=O)NCC(=O)N(Cc1ccco1)C1(C(=O)NC2CCCC2)CCCCC1,-25,0%,6%,-12%,3%,-1%
COc1ccc(NC(=O)CC2C(=O)N(C)C(=S)N2CCc2ccccc2)cc1 (stereo not given),-30,0%,?,-1%,-1%,-2%
CCc1ccc(OC(=O)Nc2ccccc2)cc1,7,1%,15%,0%,-12%,2%
COc1ccc(CN(Cc2cc3ccc(C)cc3[nH]c2=O)Cc2nnnn2C2CCCC2)cc1,8,2%,-13%,-12%,?,-5%
N#Cc1cccc(NC(=O)Cc2ccsc2)c1,-17,-6%,-8%,6%,-5%,-7%
CNc1ccc(Br)cc1C(O)c1ccccc1 (stereo not given),-1,-27%,-5%,-28%,1%,?
CCN1CCN(c2nc(S(=O)(=O)c3ccc(C)cc3)c(Cl)s2)CC1,?,0%,?,0%,?,3%
NS(=O)(=O)c1ccc(NC(=O)CN2C(=O)c3ccccc3C2=O)cc1,-18,5%,8%,4%,2%,-3%
O=C(O)c1ccc(CNCc2ccccc2F)cc1,-32,-22%,23%,-12%,2%,0%
COCCNC(=O)Cn1nc(-c2ccccc2F)ccc1=O,14,-2%,-12%,7%,-19%,-19%
COc1ccc(CN2C(=O)N(c3ccc(F)cc3)C(=O)C2CC(=O)Nc2cc(OC)cc(OC)c2)cc1 (stereo not given),?,nt,nt,nt,-3%,0%
Cc1cccc(N(CC(=O)NC(C)(C)C)C(=O)CS(=O)CC(=O)Nc2ccc(F)cc2)c1 (stereo not given),9,6%,-6%,-4%,3%,-6%[57.1 µM]
O=C(CNCCCO)Nc1cc(C(F)(F)F)cc(NC(=O)CNCCCO)c1Cl,-17,2%,-5%,42%[activator],?,4%
COc1ccc(/C=C2/SC(=O)N(CC(O)Cn3c4ccccc4c4ccccc43)C2=O)cc1 (stereo not given),31,-9%,-3%,20%,-3%,0%
SMILES,HCMV inh,FBPA Giardia inh,HCV inhibitor,AMA1 RON2 block,AmpC detergent,Sm TGR inh
COc1ccc(S(=O)(=O)N2CCN(C(=O)c3ccc(=O)[nH]n3)CC2)cc1OC,?,nt,?,9%,-19%,10%
COc1ccnc(Oc2ccc(F)cc2)c1C(=O)N/C=N/OCc1ccccc1,-5,2%,-6%,-2%,?,5%
COC(=O)c1ccc(C23CC4(C2)[C@H](CN(Cc2cccnc2)[C@@H]4c2ccccc2)C3c2ccc(C(F)(F)F)cc2)cc1 (stereo not given in full),-14,0%&2%,-20%,1%,0%,17%
Cc1cnccc1CN(C)C(=O)C1CCC(=O)N(Cc2ccccc2F)C1 (stereo not given),31,nt,0%,-7%,0%,-13%
CCOC(=O)/C(=C/c1ccc(OC(=O)c2ccccc2)cc1)C(C)=O,64,-1%,-9%[0.335 µM],-3%,-8%,?
O=[N+]([O-])c1cccc(CSc2nnc3ccccn23)c1,15,0%,-5%,0%,?,3%
CCOC(=O)C1CCN(C2=NC(=O)/C(=C/c3ccc(O)cc3)S2)CC1,nt,-2%,-2%,-14%,-1%,-10%
COCCn1c(N)c(N(Cc2ccccc2)C(=O)c2cc3ccccc3o2)c(=O)[nH]c1=O,43,2%,1%,20%,-4%,0%
C#CCOCCOCCOCCNc1nc(N2CCN(C(=O)[C@H]([C@@H](C)CC)n3cc([C@@H](N)CO)nn3)CC2)nc(N2CCN(C(=O)[C@H](Cc3cc4ccccc4[nH]3)n3cc([C@@H](N)Cc4ccc(O)cc4)nn3)CC2)n1,nt,-7%,nt,nt,6%,-3%
Cc1nc(SCC(=O)NC(=O)NCc2ccccc2)nc(C)c1C,-22,-1%,-17%,-22%,-1%,11%
CCC(=O)NC(NC(=S)Nc1c(C)n(C)n(-c2ccccc2)c1=O)C(Cl)(Cl)Cl (stereo not given),1,5%,0%,?,-1%,-11%
O=C(Cc1ccc(F)cc1)N1CCN(c2ccc(F)cc2)CC1,36,8%,2%,-10%,-7%,-14%
O=C(Nc1ccc(Cl)cc1)C1CCCN(S(=O)(=O)c2cnc[nH]2)C1 (stereo not given),-7,-4%,-9%,-4%,-8%,4%
O=C(Cn1cnc2c(OCc3ccccc3)ncnc21)N1CCN(c2ccccn2)CC1,11,nt,3%,12%,nt,nt
COc1ccc(N2CCN(C(=O)C3CCN(S(=O)(=O)c4ccccc4)CC3)CC2)cc1,-39,-1%,-9%,-1%,4%,0%
Cn1c(=O)[nH]c(=O)c2c1nc(CN1CCOCC1)n2Cc1ccccc1,44,-4%,16%,10%,-4%,2%
CCCCN1C(=O)/C(=C2/Sc3ccc(OC)cc3N2CC)SC1=S,nt,8%,0%,-1%,-20%,-25%
COc1cc(OC)c(N(C)C(=O)C2CCCN(c3ncnc4c3nc3n4CCCCC3)C2)cc1Cl (stereo not given),6,nt,nt,nt,-4%,-5%
CC(C)(C)OC(=O)N/N=C\c1cccnc1,-11,-1%,-4%,-7%,-1%,7%
COc1ccc(S(=O)(=O)N2CCC(C(=O)NCc3ccccn3)CC2)cc1C,-21,4%,2%,-2%,-7%,-1%
C=CCN1C(=S)CC(c2ccccc2)=Nc2ccccc21,-31,-9%,0%,25%,?,-14%
Cc1onc(-c2ccccc2)c1-c1csc(COc2ccccc2)n1,-34,0%,-14%,18%,9%,8%
CCOc1ccccc1NC(=O)CCCCCN1C(=O)[C@@H]2Cc3ccccc3CN2C1=O,-19,nt,?,-7%,-2%,0%
CN(c1ccccc1)S(=O)(=O)c1cccc(NC(=O)C2=NN(c3ccccc3)C(=O)CC2)c1,-17,nt,16µM*,-2%,nt,nt
CC(C)N(Cc1ccccc1)C(=O)COC(=O)/C=C/c1cnc2ccccc2n1,-25,3%,2%,-10%,3%,-22%

# Compounds from the list above that have a furan ring, fused or not, in the order listed:
SMILES,HCMV inh,FBPA Giardia inh,HCV inhibitor,AMA1 RON2 block,AmpC detergent,Sm TGR inh
CC(=O)NCC(=O)N(Cc1ccco1)C1(C(=O)NC2CCCC2)CCCCC1,-25,0%,6%,-12%,3%,-1%
COCCn1c(N)c(N(Cc2ccccc2)C(=O)c2cc3ccccc3o2)c(=O)[nH]c1=O,43,2%,1%,20%,-4%,0%

# (further entries)
SMILES,HCMV inh,FBPA Giardia inh,HCV inhibitor,AMA1 RON2 block,AmpC detergent,Sm TGR inh
O=C(NCc1ccco1)Nc1ccc([N+](=O)[O-])cc1,?,3%&0%,-3%,3%,-14%&6%,-8%&10%
CCOC(=O)c1cnc2c(C#N)c(C)nn2c1-c1ccccc1,2,0%,-8%,22%,-16%,0%
CN1CCN(CC(O)COc2ccccc2)CC1 (stereo not given),-5,-2%,15%,-2%,-11%,-1%
Cc1ccc(CSCC(=O)N2CCN(c3cc(Cl)ccc3C)CC2)cc1,-34,nt,nt,nt,7%,8%
O=C(COc1ccccc1)NN1C(=O)CSC1=S,0,-22%,15%,40%[activator],?,3%
Clc1cccc(Cl)c1CSc1nnc(CN2CCOCC2)n1-c1ccccc1,?,3%,-25%,-16%,?,-17%
COCCNC(=O)c1onc(CCl)c1C(=O)OC,-11,-1%,-1%,-6%,0%,-27%
Cc1ccc(-c2nn(CC(=O)NN3CCOCC3)c(=O)c3ccccc23)cc1,-16,6%,5%,2%,-4%,13%
COc1cccc(NC(=O)CCc2nc(-c3cc(OC)c(OC)c(OC)c3)no2)c1,9,nt,nt,nt,1%,2%
OC(COc1ccc(Cl)cc1Cl)Cn1ccnc1 (stereo not given),117,0%,-25%,12%,?,7%
CCCn1c(NCc2ccccn2)nc2ccccc21,1,-11%,4%,12%,?,-2%
N#C/C(=C\c1cccnc1)c1nc2c(s1)CCCC2,?,-5%,-16%,-2%,0%,11%
CCOc1ccccc1Nc1sc(C(=O)c2ccc(Cl)cc2)c(N)c1C(=O)NCCc1ccccc1,18,nt,nt,nt,8%,-2%
COc1cc(NC(=O)c2cccc(C)c2)c(OC)cc1NC(=O)CN1CCOCC1,-36,-16%,?,-4%,5%,2%
O=C(CCN1C(=O)/C(=C/c2ccccc2F)SC1=S)Nc1ccccn1,32,0%,18%,-9%,-1%,-4%
Cc1cccc(C(=O)Nc2nnc(S(=O)(=O)N3c4ccccc4CC3C)s2)c1 (stereo not given),-2,nt,nt,nt,-5%,-5%
COc1cc(OC)cc(-n2c(=O)c3sccc3n(Cc3ccc(F)cc3)c2=O)c1,-4,nt,nt,nt,-4%,0%
CCCCOc1ccc(C2=NC(c3cccs3)=Nc3ccc(CC)cc3N2)cc1,58,nt,nt,nt,12%,0%
COc1c(F)c(F)c(C(=O)Nc2cccc(Cl)c2N2CCOCC2)c(F)c1F,?,-5%,-5%,9%,?,-2%
CCOc1ccc(CNC(=O)C2Cc3cc(S(=O)(=O)N4CCCC4)ccc3N2C(C)=O)cc1 (stereo not given),33,nt,2%,16%,1%,3%
COc1ccc(CN2CCN(C(=O)CCC(=O)Nc3nnc(C(F)(F)F)s3)CC2)cc1F,-34,7%,-15%,-6%,-14%,-2%
CN1C(=O)c2ccc(N3CCCC3)cc2C1=O,34,-9%,?,28%,?,-22%
CC(C)n1cc(CN2CCCC(CNS(=O)(=O)c3cccc4cccnc34)C2)cn1 (stereo not given),-27,-3%,1%,0%,?,2%
Cc1ccc(NC(=O)c2ccco2)c(NC(=O)Cc2cccs2)c1,-3,5%,4%,3%,-2%,33%
Clc1ccc(OCCSc2ncccn2)cc1,70,-1%,3%,11%,-3%,5%

# Limited to HCMV inh, HCV inhibitor and AMA1 RON2 block (3 entries from above):
structure,HCMV inh,HCV inhibitor,AMA1 RON2 block
CCOc1ccc(CNC(=O)C2Cc3cc(S(=O)(=O)N4CCCC4)ccc3N2C(C)=O)cc1 (stereo not given),33,2%,16%
COc1ccc(CN2CCN(C(=O)CCC(=O)Nc3nnc(C(F)(F)F)s3)CC2)cc1F,-34,-15%,-6%
CN1C(=O)c2ccc(N3CCCC3)cc2C1=O,34,?,28%

# Compounds were not picked by outcome; about 9.3% have a hit in one of these screens.
